Screening results from PubChem.
ER stress rescue: rescue of cells from ER stress-induced death, primary screen, 384-well, CSM14.1, thapsigargin, ATP luminescence (AID 1222); 190,000 tested, under 10 active; cellular ATP content (survival), % at 20 µM; hits with a dose series show EC50 in µM; CSM14.1 thapsigargin-induced death rescue, ATP luminescence; higher % means a stronger effect;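 active = EC50 below 50 µM in the dose-response confirmation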;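 note: death triggered by thapsigargin at about 15 µM added after 2 h compound pretreatment; cell ATP read after overnight thapsigargin exposure of roughly 18 to 22 hours; normalized against plate controls of thapsigargin alone and 5% DMSO vehicle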
Autophagy mod: modulators of autophagy; MEF GFP-LC3 puncta imaging; test concentration mostly 10 µM; hit rate 0.98% among 190,000; calls only at 10 µM (by protocol);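 active = percentage of spot-positive cells more than 3 SD above its plate mean, without a fluorescence outlier flag or 80% toxicity; inconclusive = no clear call, values can overlap the other calls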;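 note: spot-positive cell cutoff set from DMSO-treated cells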
Dynein transport: dynein cargo transport inhibition | 3617.4 mouse cells, GR-EGFP nuclear translocation imaging; test concentration mostly 20 µM; stimulated with dexamethasone, 1 µM; stronger effect = lower value | z-score, hits read low | hit rate 0.47% among 220,000 | AID 1381;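 active = plate z-score of nuclear minus cytoplasmic receptor signal below a set negative limit, without overly bright fluorescence or cell loss, cut at about -3.5 in these data, passing the limit was not always enough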;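 note: z-score of nuclear minus cytoplasmic ring GR-EGFP intensity difference per well; some compounds called inactive have numbers as strong as hits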
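Schedule: 48 h induction, then 1 h compound, then 30 min agonist, 37 °C. Buffer or medium: tetracycline-free induction medium containing charcoal-stripped FBS. Reagent: 1.0 µM final dexamethasone stimulus. Evaluation: nuclear versus cytoplasmic GR-EGFP signal, averaged per well. Signal: high-content fluorescence imaging after fixation.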
T cell modulator: modulates CD8 T cell binding to vesicles; 2C CD8+ T cell-vesicle binding, flow cytometry; stronger effect = lower value; hit rate 0.068% among 330,000; calls only at 7 µM; AID 2052;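 active = response, share of CD8 T cells binding vesicles, and their 90th percentile fluorescence all below set limits, cut at about 80% in these data, passing the limit was not always enough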
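Test system: purified 2C TCR transgenic mouse naive CD8+ T cells. Probe or stimulus: QL9-peptide-loaded Drosophila micro-vesicles bearing Ld, ICAM-1 and B7-1. Incubation: binding step 1.5 h, 37 °C, antibody labelling 20 min, ice. Measured by: flow cytometry of vesicle-bound cells.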
Hep lipid drop: hepatic lipid droplet formation modulation; inhibition, % at 6.5 µM; AML12 mouse hepatocytes, oleate lipid droplets, BODIPY imaging; hit rate 0.4% among 240,000;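 active = lipid droplet intensity inhibited by at least 50%, with more than 500 cells counted; inconclusive = wells with under 300 cells, treated as cytotoxic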
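Assay system: AML12 hepatocytes (mouse) / Also added: 100 µM oleic acid challenge / Times: overnight treatment with compound plus oleate / Detection: high-content imaging of BODIPY-stained droplets and DAPI nuclei / Evaluation: % inhibition of lipid droplet signal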
bCat nuc transl: beta-catenin nuclear translocation modulation. AID 1665. hit rate 0.3% among 190,000. HeLa beta-catenin nuclear translocation, immunofluorescence imaging. nuclear translocation activity, % at 5 µM;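 active = nuclear translocation activity above 50% at 5 µM, with a well cell count of 50 or more; inconclusive = wells under 50 cells across six images, flagged as toxic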;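 note: per-cell ratio of nuclear to cytoplasmic median beta-catenin stain intensity; plate controls were DMSO negative control for no effect and GSK-3 inhibitor IX positive control for full effect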
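System: Human HeLa cells, endogenous beta-catenin | Compound dosing: 5 µM primary, 0.02–20 µM confirmation | Timing: 24 h compound exposure at 37°C, 5% CO2 | Measured by: Fluorescence imaging of beta-catenin antibody stain plus DAPI | Read-out basis: % activation of per-cell nuclear versus cytoplasmic median beta-catenin signal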
Ins promoter up: MIN6 insulin promoter up-regulation. AID 1625. hit rate 0.3% among 190,000. z-score at 5 µM. MIN6 insulin promoter-GFP reporter, high-content imaging; stronger effect = higher value;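 active = z-score above 3 at 5 µM with at least 500 cells counted in the well; inconclusive = wells under 500 cells, flagged as cytotoxic or low count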
MT stabilizer: stabilizes microtubules in HeLa cells; AID 2205; hit rate 0.83% among 200,000; % tubulin-high responders, % at 10 µM; HeLa tubulin immunostaining HCS, 24 h; share of cells brighter than vehicle mean+2SD;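 active = plate Z-score above 3 for both tubulin-high and condensed-nucleus cell shares, with cell loss under 80%, at 10 µM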;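 note: anti alpha tubulin signal scored within the nucleus-defined area of each cell; some results filed as inactive read as strong as hits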
Salmonella PhoP GFP: inhibitors of PhoP regulon expression, primary screen, Salmonella Typhimurium, GFP reporter (AID 1863); S. Typhimurium PhoP-regulated promoter GFP reporter, 4 h; higher % means a stronger effect; inhibition, % at 50 µM, or IC50 in µM where a hit was titrated; hit rate 0.16% among 300,000;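 active = inhibition over 29.93%, a cutoff 3 SD above the screen mean, later confirmed by dose response; inconclusive = inhibition over 29.93% but no dose response follow-up; inactive = inhibition at most 29.93% or unconfirmed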;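 note: 0% = low Mg2+ inducing control and 100% = high Mg2+ repressing control; strong numbers were not always called active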
Dynein transport cytoplasmic EGFP: second read-out of Dynein transport, no call of its own (marks repeat the call); z-score; measured here: cytoplasmic GR-EGFP intensity; stronger effect = higher value
Dynein transport nuclear GR-EGFP: recorded beside Dynein transport, whose call it bears; z-score; measured here: nuclear GR-EGFP intensity;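 lower value marks the stronger effect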
Dynein transport cell count: recorded beside Dynein transport, whose call it bears; z-score; measured here: cell count per field
Ins promoter up cell count: recorded beside Ins promoter up, whose call it bears; cell count; measured here: cytotoxicity, nuclei count;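 total cells summed across four imaged fields per well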
Hep lipid drop cells 6.5 µM: recorded beside Hep lipid drop, whose call it bears; cell count; measured here: cell count, cytotoxicity flag;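 cells counted across two imaged fields per well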
bCat nuc transl cell count 5 µM: further read-out of bCat nuc transl, marked with its call; cell count; measured here: cell count, cytotoxicity flag
T cell modulator vesicle-bound %: also measured in T cell modulator; calls as there; double positive events, %; measured here: CD8+ vesicle-bound cell fraction;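 binding gate set so that unloaded-vesicle control wells show 10% double positive cells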
MT stabilizer Hoechst-high %: also measured in MT stabilizer; calls as there; % Hoechst-high responders; measured here: nuclear condensation Hoechst responders;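 share of cells brighter than vehicle mean plus two SD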
MT stabilizer cytotoxicity %: recorded beside MT stabilizer, whose call it bears; toxicity, %; measured here: cytotoxicity by cell density;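 0% = mean cell density of plate MIN control wells and 100% = no cells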
Autophagy mod cell loss 18 h: second read-out of Autophagy mod, no call of its own (marks repeat the call); toxicity, %; measured here: cell loss, nuclei count;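 cell loss after 18 h compound exposure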
An asterisk follows results filed as active; & = joins results of further samples.

What do the screens show for `COc1ccc(NC(=O)CSc2nnc(NC(=O)CN3CCOCC3)s2)cc1`?
ER stress rescue: 1.6%; Autophagy mod: inactive; Dynein transport: 1.45; T cell modulator: inactive; Hep lipid drop: -13.4; bCat nuc transl: -3.0; Ins promoter up: 0.11; MT stabilizer: 2.3; Salmonella PhoP GFP: -0.8%; Dynein transport cytoplasmic EGFP: 0.125; Dynein transport nuclear GR-EGFP: 0.644; Dynein transport cell count: -1.09; Ins promoter up cell count: 1350; Hep lipid drop cells 6.5 µM: 676; bCat nuc transl cell count 5 µM: 1043; T cell modulator vesicle-bound %: 34.4; MT stabilizer Hoechst-high %: 1.9; MT stabilizer cytotoxicity %: 7.1; Autophagy mod cell loss 18 h: 11.2

What do the screens show for `CCC(C)(C)NC(=O)c1ccc(S(=O)(=O)N(C)c2ccccc2OC)cc1`?
ER stress rescue: 6.2%; Autophagy mod: inactive; Dynein transport: 1.59; T cell modulator: inactive; Hep lipid drop: 5.1; bCat nuc transl: -1.5; Ins promoter up: -0.16; MT stabilizer: 2.5; Salmonella PhoP GFP: -14.2%; Dynein transport cytoplasmic EGFP: -0.291; Dynein transport nuclear GR-EGFP: 0.843; Dynein transport cell count: -0.204; Ins promoter up cell count: 1123; Hep lipid drop cells 6.5 µM: 774; bCat nuc transl cell count 5 µM: 1235; T cell modulator vesicle-bound %: 36.0; MT stabilizer Hoechst-high %: 2.5; MT stabilizer cytotoxicity %: 3.5; Autophagy mod cell loss 18 h: -2.3

Results for COc1ccc(-c2cc(C(F)(F)F)nc(SCCC(=O)NCc3ccco3)n2)cc1 ?
ER stress rescue: -0.7%; Autophagy mod: inactive; Dynein transport: 0.908; T cell modulator: inactive; Hep lipid drop: -33.4; bCat nuc transl: 0.5; MT stabilizer: 2.3; Salmonella PhoP GFP: -7.8%; Dynein transport cytoplasmic EGFP: 0.085; Dynein transport nuclear GR-EGFP: 0.672; Dynein transport cell count: -1.08; Hep lipid drop cells 6.5 µM: 752; bCat nuc transl cell count 5 µM: 1171; T cell modulator vesicle-bound %: 45.3; MT stabilizer Hoechst-high %: 1.3; MT stabilizer cytotoxicity %: 24.5; Autophagy mod cell loss 18 h: 0.2

Results for Cn1c(=O)n(CC(=O)O)c(=O)c2c1nc1n2CCS1 ?
ER stress rescue: 4.5%; Autophagy mod: inactive; Dynein transport: 0.272&-0.272; T cell modulator: inactive; Hep lipid drop: inconclusive; bCat nuc transl: 1.5&0.5; Ins promoter up: 0.59&-0.5; MT stabilizer: 3.9; Salmonella PhoP GFP: -3.9%&-4.1%; Dynein transport cytoplasmic EGFP: -0.506&-0.227; Dynein transport nuclear GR-EGFP: 0.468&-0.186; Dynein transport cell count: 0.311&-0.122; Ins promoter up cell count: 784&1419; Hep lipid drop cells 6.5 µM: 716; bCat nuc transl cell count 5 µM: 1030&1289; T cell modulator vesicle-bound %: 2.3&32.1; MT stabilizer Hoechst-high %: 1.6; MT stabilizer cytotoxicity %: 1.2; Autophagy mod cell loss 18 h: 10.7

What do the screens show for `CC1S/C(=N/N=C/c2ccco2)N(Cc2ccc(F)cc2)C1=O` (stereo unspecified)?
Dynein transport: 0.241; T cell modulator: inactive; Hep lipid drop: -12.8; bCat nuc transl: -1.3; Ins promoter up: -0.93; Salmonella PhoP GFP: -4.3%; Dynein transport cytoplasmic EGFP: -0.22; Dynein transport nuclear GR-EGFP: 0.542; Dynein transport cell count: 0.326; Ins promoter up cell count: 928; Hep lipid drop cells 6.5 µM: 750; bCat nuc transl cell count 5 µM: 1277; T cell modulator vesicle-bound %: 23.5

How did Cc1ccc(NS(=O)(=O)c2ccc(C(=O)OCC(=O)Nc3cc(C)on3)cc2)cc1 do in these assays?
ER stress rescue: -0.1%; Autophagy mod: inactive; Dynein transport: 1.03; Hep lipid drop: -2.2; Ins promoter up: -0.11; MT stabilizer: 2.6; Salmonella PhoP GFP: 4.7%; Dynein transport cytoplasmic EGFP: -0.11; Dynein transport nuclear GR-EGFP: 0.772; Dynein transport cell count: -0.787; Ins promoter up cell count: 1102; Hep lipid drop cells 6.5 µM: 701; MT stabilizer Hoechst-high %: 1.2; MT stabilizer cytotoxicity %: 2.0; Autophagy mod cell loss 18 h: 5.6

What do the screens show for `C=CCNC(=S)N/N=C/c1ccc(-c2cc(Cl)ccc2Cl)o1`?
ER stress rescue: 1.2%; Autophagy mod: inactive; Dynein transport: -0.0622; T cell modulator: inactive; MT stabilizer: 2.0; Salmonella PhoP GFP: -8.9%; Dynein transport cytoplasmic EGFP: -0.0593; Dynein transport nuclear GR-EGFP: -0.157; Dynein transport cell count: 0.0766; T cell modulator vesicle-bound %: 58.7; MT stabilizer Hoechst-high %: 1.0; MT stabilizer cytotoxicity %: 6.2; Autophagy mod cell loss 18 h: -33.6

What do the screens show for `COc1ccc(/C=C(/NC(=O)c2cccs2)C(=O)NCc2ccco2)cc1OC`?
ER stress rescue: -1.5%; Autophagy mod: inactive; Dynein transport: -0.2; T cell modulator: inactive; Hep lipid drop: -2.5; bCat nuc transl: 0.1; Ins promoter up: 0.43; MT stabilizer: 2.9; Salmonella PhoP GFP: 5.6%; Dynein transport cytoplasmic EGFP: -0.174; Dynein transport nuclear GR-EGFP: 0.196; Dynein transport cell count: -0.166; Ins promoter up cell count: 1412; Hep lipid drop cells 6.5 µM: 749; bCat nuc transl cell count 5 µM: 1025; T cell modulator vesicle-bound %: 35.9; MT stabilizer Hoechst-high %: 1.6; MT stabilizer cytotoxicity %: 5.2; Autophagy mod cell loss 18 h: 12.6

How did CCOc1ccc(C(=O)Nc2nnc(NC(=S)Nc3ccccc3)s2)cc1 do in these assays?
ER stress rescue: -0.8%; Autophagy mod: inactive; Dynein transport: 1.74; T cell modulator: inactive; Hep lipid drop: 49.4; bCat nuc transl: 11.0; Ins promoter up: 0.06; MT stabilizer: 8.0; Salmonella PhoP GFP: -5.7%; Dynein transport cytoplasmic EGFP: -0.26; Dynein transport nuclear GR-EGFP: 0.593; Dynein transport cell count: 0.0401; Ins promoter up cell count: 1476; Hep lipid drop cells 6.5 µM: 728; bCat nuc transl cell count 5 µM: 835; T cell modulator vesicle-bound %: 58.4; MT stabilizer Hoechst-high %: 2.9; MT stabilizer cytotoxicity %: 5.6; Autophagy mod cell loss 18 h: 0.9

What do the screens show for `COc1cccc(N2CC(C(=O)Nc3ccc(C(=O)OC(C)C)cc3)CC2=O)c1` (stereo unspecified)?
ER stress rescue: 1.5%; Autophagy mod: inactive; Dynein transport: 2.19; T cell modulator: inactive; Hep lipid drop: 3.0; bCat nuc transl: -0.1; Ins promoter up: -0.07; MT stabilizer: 3.1; Salmonella PhoP GFP: 5.4%; Dynein transport cytoplasmic EGFP: -0.296; Dynein transport nuclear GR-EGFP: 0.879; Dynein transport cell count: 0.152; Ins promoter up cell count: 921; Hep lipid drop cells 6.5 µM: 804; bCat nuc transl cell count 5 µM: 1150; T cell modulator vesicle-bound %: 50.5; MT stabilizer Hoechst-high %: 2.2; MT stabilizer cytotoxicity %: 10.0; Autophagy mod cell loss 18 h: -6.0

How did Cc1c(-c2ccccc2)oc2c(C(=O)OCC(=O)Nc3cccc(F)c3)cccc2c1=O do in these assays?
ER stress rescue: -0.5%; Autophagy mod: inactive; Dynein transport: -0.997; T cell modulator: inactive; Hep lipid drop: 1.2; bCat nuc transl: 1.4; Ins promoter up: 0.21; MT stabilizer: 4.6; Salmonella PhoP GFP: -3.8%; Dynein transport cytoplasmic EGFP: -0.213; Dynein transport nuclear GR-EGFP: -0.287; Dynein transport cell count: 1.48; Ins promoter up cell count: 1178; Hep lipid drop cells 6.5 µM: 595; bCat nuc transl cell count 5 µM: 1101; T cell modulator vesicle-bound %: 43.1; MT stabilizer Hoechst-high %: 2.1; MT stabilizer cytotoxicity %: 3.3; Autophagy mod cell loss 18 h: 3.9

How did [N-]=[N+]=CC(=O)CCCN1C(=O)c2ccccc2C1=O do in these assays?
ER stress rescue: -1.9%; Autophagy mod: inactive; Dynein transport: -0.147; T cell modulator: inactive; bCat nuc transl: -0.9; Ins promoter up: 1.89; MT stabilizer: 2.0; Salmonella PhoP GFP: -1.5%; Dynein transport cytoplasmic EGFP: -0.22; Dynein transport nuclear GR-EGFP: -0.234; Dynein transport cell count: 0.533; Ins promoter up cell count: 1231; bCat nuc transl cell count 5 µM: 1199; T cell modulator vesicle-bound %: 29.1; MT stabilizer Hoechst-high %: 1.2; MT stabilizer cytotoxicity %: 2.7; Autophagy mod cell loss 18 h: 1.9

Results for COc1ccc(N=C2SCC(=O)N2c2ccc(OC)cc2)cc1 ?
ER stress rescue: -1.2%; Autophagy mod: inactive; Dynein transport: -0.406; T cell modulator: inactive; Hep lipid drop: 28.4; Ins promoter up: 0.16; MT stabilizer: 3.5; Salmonella PhoP GFP: 7.1%; Dynein transport cytoplasmic EGFP: -0.156; Dynein transport nuclear GR-EGFP: -0.0724; Dynein transport cell count: 0.444; Ins promoter up cell count: 1080; Hep lipid drop cells 6.5 µM: 828; T cell modulator vesicle-bound %: 6.0; MT stabilizer Hoechst-high %: 1.7; MT stabilizer cytotoxicity %: 2.9; Autophagy mod cell loss 18 h: -4.0
